EBI2 antag – EBI2 receptor antagonists, beta-arrestin recruitment, primary screen, cell-based, luminescence, 7a,25-OHC stimulation, uHTS. G-protein coupled receptor 183 (Homo sapiens), P32249. actives 0.81% (n = 360,000). AID 651636, 2012. 7a,25-OHC stimulated. inhibition, % at 5 µM; in the data active = inhibition above about 38%;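 note: enzyme fragment complementation signal reports receptor beta-arrestin coupling in cells; 0% = agonist plus DMSO wells and 100% = wells without agonist; some results beyond the cut were filed as inactive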
CCR6 antagonist – CCR6 receptor antagonists, primary screen, cell-based, CHO-K1, luminescence, beta-arrestin, uHTS; CHO-K1 CCR6 PathHunter beta-arrestin, CCL20-stimulated; inhibition, % at 20 µM; actives 0.49% (n = 340,000); AID 493098, 2011;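 active = compounds whose inhibition of the agonist-driven luminescence signal at 20 µM reaches about 50%, limit read from the data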;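 note: cells stimulated with CCL20 at 14 nM final; plate controls were DMSO with CCL20 for no effect and DMSO without agonist for full effect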
Target sequence (P51684 whole entry, looked up): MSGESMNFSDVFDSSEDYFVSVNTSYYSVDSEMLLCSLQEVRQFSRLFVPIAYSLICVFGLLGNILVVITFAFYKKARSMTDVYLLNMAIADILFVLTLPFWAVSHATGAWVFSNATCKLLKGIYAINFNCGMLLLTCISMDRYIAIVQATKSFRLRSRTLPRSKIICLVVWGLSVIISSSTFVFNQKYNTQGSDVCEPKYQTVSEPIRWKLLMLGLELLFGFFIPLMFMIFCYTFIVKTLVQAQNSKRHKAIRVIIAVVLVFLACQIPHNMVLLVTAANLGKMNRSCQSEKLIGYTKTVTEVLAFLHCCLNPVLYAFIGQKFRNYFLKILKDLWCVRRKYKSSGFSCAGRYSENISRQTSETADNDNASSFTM
Gli-Sufu block – Gli-Sufu pathway antagonists, primary screen, luciferase luminescence, Sufu-KO-LIGHT cells, uHTS | inhibition, % at 5 µM | actives 0.74% (n = 340,000) | Sufu-KO-LIGHT fibroblasts, Gli luciferase reporter luminescence | AID 588413, 2011;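 active = inhibition above about 55%, limit read from the data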;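 note: 0% = DMSO-treated cells and 100% = wells with medium but no cells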
Jurkat NFkB inh – inhibitors of induced NF-kB luciferase reporter, primary screen, TCR NF-kB activation inhibitor project, cell-based, luminescence, uHTS. Jurkat, PMA/ionomycin-induced NF-kB luciferase reporter. inhibition, % at 4 µM. actives 0.53% (n = 330,000); in the data active = inhibition above about 50%
CXCR6 block – CXCR6 receptor inhibitors, primary screen, cell-based, beta-arrestin, luminescence, CHO-K1 PathHunter, 1536-well; C-X-C chemokine receptor type 6 (Homo sapiens), O00574; actives 0.36% (n = 360,000); inhibition, % at 20 µM; in the data active = inhibition above about 34%, passing the limit was not always enough;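 note: antagonist mode with CXCL16 agonist at 10 nM final; 0% = 10 nM CXCL16 with DMSO and 100% = unstimulated wells without agonist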
UBC13 inh – UBC13 polyubiquitin chain formation inhibitors, primary screen, biochemical, TR-FRET, uHTS. inhibition, % at 20 µM. actives 0.47% (n = 330,000). Ubiquitin-conjugating enzyme E2 N (Homo sapiens), P61088. AID 485273, 2010; in the data active = inhibition above about 45%, passing the limit was not always enough; inconclusive = no clear call, values can overlap the other calls
Target sequence (P61088 whole entry, looked up): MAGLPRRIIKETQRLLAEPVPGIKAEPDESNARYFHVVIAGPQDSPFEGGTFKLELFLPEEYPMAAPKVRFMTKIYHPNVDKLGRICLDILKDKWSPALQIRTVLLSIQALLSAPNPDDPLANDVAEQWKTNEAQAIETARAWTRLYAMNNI
697 NFkB inh – inhibitors of PMA/ionomycin-induced NF-kB reporter, 697 cells, primary screen, B-cell NF-kB inhibitor project, cell-based, luminescence, uHTS | 697 B-cell NF-kB luciferase reporter, 16 h | inhibition, % at 4 µM | actives 0.33% (n = 330,000) | AID 435022, 2010; in the data active = inhibition above about 35%
APJ antagonist – antagonists of human apelin receptor APJ, primary screen, CHO-K1 cells, beta-arrestin complementation, luminescence; inhibition, % at 20 µM; AID 2521, 2010; P35414; actives 0.32% (n = 330,000);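 active = inhibition above about 40% at 20 µM, limit read from the data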;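 note: cells challenged with 10 nM apelin-13 agonist together with compound; plate controls were apelin-13 plus DMSO wells for no effect and DMSO wells lacking apelin-13 for full effect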
Target sequence (P35414 whole entry, looked up): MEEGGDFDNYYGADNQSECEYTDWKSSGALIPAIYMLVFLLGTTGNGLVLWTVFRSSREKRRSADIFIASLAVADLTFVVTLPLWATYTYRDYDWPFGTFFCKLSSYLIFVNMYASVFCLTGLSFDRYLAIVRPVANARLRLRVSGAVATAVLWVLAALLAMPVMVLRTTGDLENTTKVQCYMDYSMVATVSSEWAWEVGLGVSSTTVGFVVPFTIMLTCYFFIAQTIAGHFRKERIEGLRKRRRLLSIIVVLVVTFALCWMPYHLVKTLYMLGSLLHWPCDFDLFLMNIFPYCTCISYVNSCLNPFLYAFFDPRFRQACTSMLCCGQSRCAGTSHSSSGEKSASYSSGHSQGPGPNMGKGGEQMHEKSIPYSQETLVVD
The depositor's hits bear a star; ? = inconclusive; · = not tested or not shown.

SMILES	EBI2 antag	CCR6 antagonist	Gli-Sufu block	Jurkat NFkB inh	CXCR6 block	UBC13 inh	697 NFkB inh	APJ antagonist
Cc1ccccc1OCC(=O)OCC(=O)c1cc(C)n(C2CC2)c1C	2	21	3	18	1	3	4	-12
O=C(NN1C(=O)C2C3C=CC(C4CC34)C2C1=O)c1ccc(Cl)c(Cl)c1 (stereo unspecified)	-12	9	-6	7	2	6	-10	18
CCC1CCCCN1C(=O)c1c(-c2ccccc2)noc1C (stereo unspecified)	7	4	-1	-16	12	2	2	5
CC(NC(=O)COC(=O)c1ccc(Cl)cc1O)c1ccc(F)cc1 (stereo unspecified)	3	7	0	3	-8	8	19	2
CC(=O)N1CCc2c(sc(NC(=O)Cc3ccccc3)c2C#N)C1	10	4	-7	2	4	2	25	7
Cc1ccc(-c2c(C)sc(=NC(=O)c3ccco3)n2C)cc1	-4	5	-85	-87	-1	10	-122	2
CN1CCN(c2ccccc2NC(=O)c2ccc(F)cc2)CC1	6	9	8	-13	2	-6	7	5
S=C(NC1CCCC1)N1CCN(c2ncccn2)CC1	-6	-4	-3	-9	-4	?	-9	9
Cc1ccc2c(c1)sc1nc(=O)n(-c3cccc(Cl)c3)c(=O)n12	-1	8	-106	-167	-3	7	-78	-6
CCn1c(SCc2cc(=O)[nH]c3ccccc23)nnc1C1CC1	-10	-1	6	3	1	9	30	9

Already shown: entries from further up.
SMILES	EBI2 antag	CCR6 antagonist	Gli-Sufu block	Jurkat NFkB inh	CXCR6 block	UBC13 inh	697 NFkB inh	APJ antagonist
S=C(NC1CCCC1)N1CCN(c2ncccn2)CC1	-6	-4	-3	-9	-4	?	-9	9
Cc1ccc2c(c1)sc1nc(=O)n(-c3cccc(Cl)c3)c(=O)n12	-1	8	-106	-167	-3	7	-78	-6

Whole records, quoted from the list. Screens in order: EBI2 antag, CCR6 antagonist, Gli-Sufu block, Jurkat NFkB inh, CXCR6 block, UBC13 inh, 697 NFkB inh, APJ antagonist
Results for CC(=O)N1CCc2c(sc(NC(=O)Cc3ccccc3)c2C#N)C1 → 10, 4, -7, 2, 4, 2, 25, 7
Results for Cc1ccc2c(c1)sc1nc(=O)n(-c3cccc(Cl)c3)c(=O)n12 → -1, 8, -106, -167, -3, 7, -78, -6
Results for O=C(NN1C(=O)C2C3C=CC(C4CC34)C2C1=O)c1ccc(Cl)c(Cl)c1 (stereo unspecified) → -12, 9, -6, 7, 2, 6, -10, 18
Results for CCn1c(SCc2cc(=O)[nH]c3ccccc23)nnc1C1CC1 → -10, -1, 6, 3, 1, 9, 30, 9
Results for S=C(NC1CCCC1)N1CCN(c2ncccn2)CC1 → -6, -4, -3, -9, -4, ?, -9, 9

Further structures.
SMILES	EBI2 antag	CCR6 antagonist	Gli-Sufu block	Jurkat NFkB inh	CXCR6 block	UBC13 inh	697 NFkB inh	APJ antagonist
O=C(C1=C[C@@H](c2ccccc2)C[C@@H](OCc2ccc(CO)cc2)O1)N1CCN(Cc2ccc3c(c2)OCO3)CC1	22	10	17	44	4	15	4	-2
C/C(=N\Nc1cc(C(F)(F)F)ccc1Cl)c1ccncc1	22	-7	-24	21	-1	-7	11	-19
O=C(COC(=O)c1c2c(nc3ccccc13)/C(=C/c1cccc([N+](=O)[O-])c1)CCC2)NC1CCS(=O)(=O)C1 (stereo unspecified)	44	17	11	-9	4	-20	-43	9
Cc1cccc(OCC(=O)NCCNC(=O)c2cnccn2)c1	-13	17	-1	-7	-6	-1	-3	-5
Cc1ccc(/C=C/C(=O)O)cc1S(=O)(=O)N1CCCc2ccccc21	0	8	-9	-5	-2	-2	-3	-4
COc1ccc(/C(C)=N/NC(=O)c2ccc(CSc3nncn3C)cc2)cc1	3	6	-5	7	-4	7	2	9
N#Cc1nc(-c2ccc(F)cc2)oc1NCCCn1ccnc1	·	·	·	-9	·	-6	-23	-3
O=C(COc1ccc(Cl)cc1)NCc1nnc(SCC(=O)N2CCCCC2)o1	15	-25	1	20	0	-1	-6	5
Cc1ccc(S(=O)(=O)n2cnc3cc([N+](=O)[O-])ccc32)cc1C	4	-8	-4	0	3	-3	5	-17
COc1ccc(C2CC(c3ccc(C)cc3)=NN2C(=O)c2ccccc2)cc1 (stereo unspecified)	9	0	2	-10	10	-2	-5	-4
CC(=O)c1ccc(N2CCN(C(=O)c3ccc(C(=O)c4ccccc4)cc3)CC2)cc1	-9	10	-6	-2	-9	4	-33	10
CCc1cc2c(=O)n(CC)c(SC(C)C(=O)Nc3c(C)n(C)n(-c4ccccc4)c3=O)nc2s1 (stereo unspecified)	-2	-15	7	13	1	-2	14	17
CCCSc1nnc(-c2cnn(-c3ccccc3)c2-n2cccc2)n1C	-3	-4	11	2	4	-3	-12	13
COc1cc(C(=O)N(C)CCOc2ccccc2)ccc1OCC(=O)Nc1cccc(C(F)(F)F)c1	9	7	-2	20	-18	5	15	-57
Clc1ccc2nc(CSc3ccccc3)cn2c1	6	14	-75	-150	9	-6	-285	6
CCS(=O)(=O)c1ccc(-c2cccc(NC(=O)COc3ccccc3)c2)nn1	-7	11	-21	-1	1	3	-4	14
O=C(NCCCCNC(=O)c1c(Cl)cccc1Cl)c1c(Cl)cccc1Cl	-6	8	7	-25	-3	-1	0	12
COC(=O)c1cc(S(=O)(=O)N(C)C2CCCCC2)c[nH]1	-4	9	1	6	10	4	-2	17
Cc1c(N=C2C=CC(=O)c3ccccc32)c(=O)n(-c2ccccc2)n1C	28	75*	40	·	32	·	·	·
CCOc1ccc(C(=O)NC(=S)Nc2cccnc2)cc1[N+](=O)[O-]	-10	34	1	9	17	-6	19	43*
N=c1c(C(=O)NCC2CCCO2)cc2c(=O)n3ccccc3nc2n1Cc1ccco1 (stereo unspecified)	4	18	2	15	6	-2	12	11
CC(=O)Nc1ccc(S(=O)(=O)NCCSc2ccccn2)cc1	0	3	3	-7	-7	-14	-36	6
Cc1c(Cl)cccc1Nc1n[nH]c(=S)s1	-12	17	-8	·	4	·	·	·
Cc1cc(C)cc(N2CCCn3c2nc2c3c(=O)n(CC(=O)OCc3ccccc3)c(=O)n2C)c1	28	-11	9	-9	16	0	13	6
Cc1nn(-c2ccccc2Cl)c(Cl)c1/C=N/Nc1nc2ccccc2s1	37	10	86*	67*	-8	-15	-223	-5
CCOC(=O)N1CCN(C(=O)c2cc(OCC)c(OCC)c(OCC)c2)CC1	-5	7	-1	7	-1	3	18	-12
Cc1c(NC(=O)Nc2cccc(Cl)c2)c(=O)n(-c2ccccc2)n1C	-5	-2	1	3	6	17	4	19
COc1ccc(N(CC(=O)N2CCCC2)S(C)(=O)=O)cc1	-11	4	-16	-1	-7	2	-9	-17
CCN1CCCC1CNCc1ccc(OCc2ccc(Cl)nc2)c(OC)c1 (stereo unspecified)	-2	9	-8	-16	3	16	11	-5
Cc1cc(NC(=O)CSc2nnc(-c3c[nH]c4ccccc34)n2C)no1	-12	-6	1	8	-6	-1	-6	3
CC(=O)c1cnc2cc(C)nn2c1C	-5	-14	-16	2	-6	2	16	14
Cc1ccc2nc(SC(C)C(=O)NCc3ccco3)[nH]c2c1 (stereo unspecified)	-5	10	2	8	0	9	-7	10
Cc1cnccc1CN(C)Cc1cn(C)nc1-c1ccc(Oc2ccccc2)cc1	23	17	29	-3	6	-3	-37	10
O=C(NNS(=O)(=O)c1ccccc1)c1ccc(F)cc1	3	-6	18	-1	0	0	-3	-20
CCn1c(SCC(=O)NCc2ccc(C)cc2)nnc1-c1ccncc1	-1	8	0	-3	-8	6	10	2
COc1cccc(-c2cccc(NC(=O)C3CCN(Cc4ccc(CO)o4)CC3)c2)c1	-4	-6	11	16	1	-5	-5	4
CCOc1ccc(C(=O)NCC(=O)OCC(=O)N2C(C)CCCC2C)cc1 (stereo unspecified)	2	3	-3	5	-2	1	8	12
COc1ccc(-c2ccc(=O)n(Cc3cc(=O)n4ccccc4n3)n2)cc1	-1	-40	8	5	2	-5	-4	-3
Cc1ccccc1COC(=O)CNC(=O)c1sc2ccccc2c1Cl	0	15	65*	4	-8	-3	7	11
COc1ccc2nc(SCC(=O)Nc3ccc(S(=O)(=O)Nc4onc(C)c4C)cc3)[nH]c2c1	8	-1	5	1	-5	-6	8	12
COc1cc(OC)cc(C(=O)NCCCCCCNC(=O)c2cc(OC)cc(OC)c2)c1	37	20	6	2	4	0	10	3
COc1ccc(OC)c(CCNC(=O)c2ccc(CS(=O)Cc3ccc(Cl)cc3)o2)c1 (stereo unspecified)	28	18	4	10	2	0	-20	10
Cc1nc2cc(-c3cccc(F)c3)nn2c(C)c1CCC(=O)NC(C)CCc1ccco1 (stereo unspecified)	13	10	26	24	5	16	42*	-5
O=S(=O)(Nc1ccc2c(c1)OCO2)c1ccc(Br)s1	-14	3	-7	3	-5	-11	-33	14
CCOc1ccc(C2CC(c3ccc(CC)cc3)Nc3nc(N)nn32)cc1 (stereo unspecified)	-1	-8	-6	-14	5	9	-15	14
COc1ccc(/C=C/c2nc(N)nc(-c3ccccc3O)n2)cc1OC	-18	6	10	-11	-10	16	10	5
S=C(Nc1ccccc1)Nc1nc2ccccc2n1CCOc1ccc(Br)cc1	0	-7	-1	6	8	10	-3	0
COC(=O)c1sccc1S(=O)(=O)Nc1ccc(Cl)cc1	3	7	-3	13	1	2	1	17
CCCCn1nc(C(=O)N(C)CC(=O)Nc2cccc(F)c2)c2ccccc2c1=O	2	4	5	10	1	-6	-4	13
Clc1cccc(/C=N/Nc2ncnc3ccccc23)c1	-6	10	-86	-121	1	-3	-103	-1
Next section.
SMILES	EBI2 antag	CCR6 antagonist	Gli-Sufu block	Jurkat NFkB inh	CXCR6 block	UBC13 inh	697 NFkB inh	APJ antagonist
C#CCNC(=O)C1=C[C@@H](C2CC2)C[C@@H](OCc2ccc(CO)cc2)O1	2	-5	-6	0	-8	9	15	9
O=C(Cc1ccc(Br)c2ccccc12)N/N=C/c1ccccn1	20	47	9	-9	35	-20	-5	-12
O=C(O)/C=C/c1ccc(O)c(O)c1	-10	-3	-4	-4	1	8	-22	0
O=C(c1ccccc1Cl)N1CCC(N2CCC(C(=O)N3CCCC3)CC2)CC1	-10	-3	92*	-6	3	-4	-43	-18
COc1ccc(N(Cc2cc(=O)[nH]c3ccccc23)C(=O)C(C)C)cc1	0	5	-1	19	3	5	3	12
Nc1cc2c(cc1Br)-c1ccc(F)cc1C2=O	12	7	-18	·	7	·	·	·
Nc1nc(SCC(=O)c2c(N)n(C3CC3)c(=O)[nH]c2=O)n[nH]1	-4	-6	-3	3	-7	0	8	6
CCCCCN(C(=O)CCC(=O)OCCOc1cccc(C)c1)c1c(N)n(CCCC)c(=O)[nH]c1=O	12	-3	-4	4	-4	-3	3	23
CN(C)CCCN(C(=O)c1ccc(C(=O)c2ccccc2)cc1)c1nc2cc3c(cc2s1)OCO3	4	-12	42	-7	-4	72*	-56	28
COc1ccccc1/C=C/C(=O)OCC(=O)Nc1nnc(-c2ccccc2)o1	3	8	1	-18	7	-2	-4	20
CC(NC(=O)C1CCCN(S(=O)(=O)N2CCOCC2)C1)c1ccccc1 (stereo unspecified)	-14	5	24	9	-8	-3	9	-10
Cc1ccc(Nc2nc(N)c([N+](=O)[O-])c(N3CCCC(C)C3)n2)cc1C (stereo unspecified)	10	11	8	5	15	-3	-23	12
CC(/C=N/NC(=O)c1cc(-c2ccc(Cl)cc2)nc2ccccc12)=C\c1ccco1	2	3	-19	-10	6	-19	-12	12
CCOC(=O)c1c(N2C(=O)CC(Sc3ccccc3C(=O)O)C2=O)sc2c1CCCC2 (stereo unspecified)	6	-5	-2	14	-1	5	14	-1
Cc1ccc(Nc2nc(N)nc(CC#N)n2)cc1	-2	-3	-37	-28	-4	7	-35	5
COC(=O)CCCC(=O)N1CCCC(CNS(=O)(=O)c2ccc(OC)cc2)C1 (stereo unspecified)	1	-11	-9	0	0	-13	3	16

Compounds as they come; 3% or so of the library scored in one or more.
